Screens: PubChem BioAssay, several laboratories
TRPC4 block = blocks the mouse TRPC4 cation channel; Q9QUQ5; HEK293 TRPC4beta/mu-opioid, DAMGO-evoked Fluo4 calcium flux; hits give low values; B-score at 10 µM; 300,000 compounds, 0.39% hits; AID 2247;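 active = B-score over 3 SD under the library average, no early fluorescence shift, positive overall ratio signal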
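Test system – stable TRPC4beta/mu-opioid receptor HEK293 cells · Probe or stimulus – DAMGO, a submaximal dose followed by a maximal one · Dosing – one concentration per compound · Signal – Fluo4 calcium fluorescence by kinetic imaging, 5 s 1 Hz baseline · Evaluation – per-well B score of integrated baseline-normalized Fluo4 ratio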
TRPC6 act = activates the mouse TRPC6 cation channel | 310,000 compounds, 0.13% hits | HEK293-TRPC6 membrane potential dye fluorescence; hits give high values | B-score at 10 µM;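 active = B-score of the integrated fluorescence ratio above library mean plus 3 SD, and starting fluorescence ratio within library mean plus 5 SD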;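 also: higher score means more depolarization so channel activation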
Target sequence (Q61143 whole entry, looked up): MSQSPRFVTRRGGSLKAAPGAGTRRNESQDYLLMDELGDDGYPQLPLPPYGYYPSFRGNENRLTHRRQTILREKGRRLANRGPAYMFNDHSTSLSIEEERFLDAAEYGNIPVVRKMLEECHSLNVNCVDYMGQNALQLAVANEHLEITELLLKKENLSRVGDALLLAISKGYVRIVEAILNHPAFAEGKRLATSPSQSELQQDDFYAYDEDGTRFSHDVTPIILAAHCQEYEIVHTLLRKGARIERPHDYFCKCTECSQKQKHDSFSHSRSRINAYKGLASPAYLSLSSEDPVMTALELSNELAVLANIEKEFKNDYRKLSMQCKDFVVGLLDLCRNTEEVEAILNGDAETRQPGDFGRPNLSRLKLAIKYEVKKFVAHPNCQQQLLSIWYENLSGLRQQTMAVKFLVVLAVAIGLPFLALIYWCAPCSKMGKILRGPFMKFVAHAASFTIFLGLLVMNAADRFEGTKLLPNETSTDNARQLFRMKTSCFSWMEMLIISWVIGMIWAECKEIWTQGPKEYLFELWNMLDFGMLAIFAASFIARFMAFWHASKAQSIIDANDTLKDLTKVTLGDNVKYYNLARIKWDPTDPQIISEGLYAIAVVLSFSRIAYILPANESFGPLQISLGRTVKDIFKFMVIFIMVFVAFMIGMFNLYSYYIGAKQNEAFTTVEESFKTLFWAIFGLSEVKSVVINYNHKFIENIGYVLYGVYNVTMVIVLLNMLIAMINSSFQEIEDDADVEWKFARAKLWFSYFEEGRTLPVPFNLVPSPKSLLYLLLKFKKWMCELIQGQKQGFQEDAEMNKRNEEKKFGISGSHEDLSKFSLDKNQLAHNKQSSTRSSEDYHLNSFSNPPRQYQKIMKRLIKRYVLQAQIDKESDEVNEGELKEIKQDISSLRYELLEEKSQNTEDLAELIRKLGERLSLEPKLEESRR
TRPC6 inhibitor = inhibitors of mouse TRPC6 channel | B-score at 10 µM | HEK293-TRPC6, membrane potential dye, ACh-evoked depolarization; hits give low values | 310,000 compounds, 1.1% hits | Q61143 | AID 2553;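 active = B-score under library mean minus 3 SD, initial fluorescence not abnormally high, positive integrated signal ratio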;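 also: B-score derived from integrated fluorescence ratio over the kinetic read; more negative B-score means stronger inhibition of depolarization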
KLF5 inh = inhibitors of KLF5 expression | AID 1700 | 290,000 compounds, 0.23% hits | inhibition, % at 5 µM | DLD-1 KLF5 promoter-luciferase reporter, luminescence;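 active = inhibition above a per-plate limit of that plate's mean compound inhibition plus 3 SD, cut at about 60% in these data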;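 also: 0% = DMSO wells and 100% = LY294002 at 200 µM; higher means less KLF5 promoter-driven luciferase light; inactives centre near -14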
SKKanGAS inh = blocks kanamycin growth of S. pyogenes SKKanGAS strain; BacTiter-Glo, 6 h; inhibition, % at 7.5 µM; 300,000 compounds, 1.3% hits;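 active = mean replicate score, as percent of positive control median, at least 50; inconclusive = mean below 50 but one replicate at or above 50; inactive = mean and every replicate below 50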;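 also: strain carries kanamycin resistance gene driven by streptokinase promoter and grows in 40 µg/ml kanamycin; loss of luminescence reflects streptokinase promoter inhibition or plain growth inhibition; 0% = median of DMSO wells and 100% = positive control at its reference dose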
IEC-6 cytotox = IEC-6 cytotoxicity, counter-screen for KLF5 inhibitors | luminescence viability | inhibition, % at 5 µM | 290,000 compounds, 0.78% hits | AID 1825; in the data active = inhibition above about 22%;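 also: 0% = plate median of test compound wells and 100% = cytotoxic reference compound wells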
aSyn 5UTR inh = 5' untranslated region of α-synuclein, MLPCN primary screen | inhibition, % (tested at 7.5 µM) | 300,000 compounds, 0.82% hits | alpha-synuclein 5'UTR reporter, inhibitor activity | AID 1813; in the data active = inhibition above about 60%; inconclusive = no clear call, values can overlap the other calls;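 also: H4 neuroglioblastoma cells stably carrying SNCA 5'UTR luciferase fusion; 0% = DMSO wells and 100% = positive control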
MrgX1 antag = antagonists of human MrgX1 receptor; 310,000 compounds, 1.3% hits; MRGX1-HEK293 calcium flux, Fluo-4, BAM8-22 antagonism; hits give low values; Q96LB2; B-score at 10 µM;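 active = calcium-response B-score plate-corrected more than 3 library SD below zero, starting fluorescence within 5 deviations, no agonist response on first addition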;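 also: peak minus trough fluorescence over baseline after final BAM8-22 challenge near maximal dose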
TRPC4 potent = TRPC4 (mouse) allosteric potentiation. Q9QUQ5. HEK293 TRPC4beta/mu-opioid, DAMGO EC20, Fluo-4 Ca2+ flux; hits give high values. B-score at 10 µM. 310,000 compounds, 0.42% hits. AID 2227;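 active = B-score of calcium response area above 5 SD of library B-scores, with initial fluorescence ratio within 5 SD of library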;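 also: B-score of integrated fluorescence ratio over time as area under calcium response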
TRPC4 agonist = TRPC4 (mouse) channel activation. Q9QUQ5. HEK293 TRPC4beta/mu-opioid, Fluo4 calcium fluorescence; hits give high values. B-score at 10 µM. 310,000 compounds, 0.49% hits. AID 2237;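 active = B-score above 5 SD of library B-scores, and initial fluorescence ratio not above library mean plus 5 SD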;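 also: positive B-score marks a calcium rise read as TRPC4 activation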
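System: HEK293 cells stably co-expressing mouse TRPC4beta and mu-opioid receptor; Schedule: Fluo4 dye loading 45 min at room temperature, 110 s recording; Detection: Fluo4 fluorescence, kinetic; Evaluation: B-scored integrated calcium fluorescence ratio; Controls: buffer (low) and maximal DAMGO (high).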
HIF activator = HIF pathway transcriptional activation; U2OS HRE-luciferase reporter, luminescence; normalized: DMSO 0%, desferrioxamine 100%; AID 1910; 300,000 compounds, 0.32% hits; activation, % at 7.5 µM (by protocol);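 active = mean activation of at least 10% of the iron chelator positive control signal, with at least half of replicates also reaching 10%; inconclusive = mean and replicate majority disagree about reaching 10%; inactive = mean and most replicates under 10%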
Active calls of the source: *; i = inactive; ? = inconclusive; · = no result given.

Molecule	TRPC4 block	TRPC6 act	TRPC6 inhibitor	KLF5 inh	SKKanGAS inh	IEC-6 cytotox	aSyn 5UTR inh	MrgX1 antag	TRPC4 potent	TRPC4 agonist	HIF activator
CC(=O)Nc1ccc(S(=O)(=O)NC2(C(F)(F)F)NC(=O)N(c3ccc(Cl)cc3)C2=O)cc1 (stereo not drawn)	i	i	i	-16	5	2	5	i	i	i	0.0
CCCCc1ccc(NC(=S)Nc2cccnc2)cc1	i	i	i	-56	1	4	-60	i	i	i	-0.3
CCC(C)c1ccc(NC(=S)Nc2ccc(OC)c(OC)c2)cc1 (stereo not drawn)	i	i	i	9	-5	4	7	i	i	i	0.1
Cc1cc(Br)ccc1OCC(=O)NC1CCCC1	i	i	i	-45	1	-10	-66	i	i	i	1.5
CCOc1ccc(OCC)c(S(=O)(=O)N2CCCCC2C)c1 (stereo not drawn)	i	i	i	8	-11	9	19	i	i	i	0.0
CC(C)CCNC(=O)c1cc(-c2ccco2)nc2ccccc12	i	i	i	-10	-9	-2	-8	i	i	i	-0.6
c1ccc2c(c1)nc1n2CCN1CCN1CCCC1	i	i	i	-1	3	-12	-1	i	i	i	-1.7
O=[N+]([O-])c1cccc(-c2nn(-c3ccccc3)cc2CO)c1	i	i	i	-44	1	3	-10	i	i	i	-0.3

Pulled one by one from the entries so far:
Molecule	TRPC4 block	TRPC6 act	TRPC6 inhibitor	KLF5 inh	SKKanGAS inh	IEC-6 cytotox	aSyn 5UTR inh	MrgX1 antag	TRPC4 potent	TRPC4 agonist	HIF activator
CCC(C)c1ccc(NC(=S)Nc2ccc(OC)c(OC)c2)cc1 (stereo not drawn)	i	i	i	9	-5	4	7	i	i	i	0.1
CC(C)CCNC(=O)c1cc(-c2ccco2)nc2ccccc12	i	i	i	-10	-9	-2	-8	i	i	i	-0.6
CCOc1ccc(OCC)c(S(=O)(=O)N2CCCCC2C)c1 (stereo not drawn)	i	i	i	8	-11	9	19	i	i	i	0.0

(more compounds)
Molecule	TRPC4 block	TRPC6 act	TRPC6 inhibitor	KLF5 inh	SKKanGAS inh	IEC-6 cytotox	aSyn 5UTR inh	MrgX1 antag	TRPC4 potent	TRPC4 agonist	HIF activator
COc1ccc(Br)cc1S(=O)(=O)N1CCOCC1	i	i	i	-9	0	-3	9	i	i	i	-0.3
Cc1noc(/C=C/c2ccccn2)c1[N+](=O)[O-]	i	i	i	-21	-2	9	-211	i	i	i	3.1
CCc1ccc(NC(=O)COC(=O)/C=C/c2c(C)nn(C3CCS(=O)(=O)C3)c2Cl)cc1 (stereo not drawn)	i	i	i	8	7	0	5	i	i	i	-0.1
O=C(/C=C/c1cccc([N+](=O)[O-])c1)NCCc1ccc(F)cc1	i	i	i	-10	-5	0	-8	i	i	i	-0.2
O=S1(=O)CCO[C@H]2Cc3ccccc3[C@H]2N1Cc1ccccc1F	i	i	i	-12	2	8	12	i	i	i	1.3
N#CC(C#N)=Cc1cn(-c2ncc(C(F)(F)F)cc2Cl)c2ccccc12	i	i	i	17	0	-2	-1	i	i	i	0.0
COC(=O)c1ccc(NC(=O)c2ccccc2NS(=O)(=O)c2ccccc2)cc1	i	i	i	-19	8	10	-11	i	i	i	-0.3
COc1ccc(Nc2nc(NCc3ccco3)nc(N/N=C/c3ccccc3F)n2)cc1	i	i	i	-10	9	3	-40	i	i	i	1.1
COC(=O)CCNC(=O)Cn1cnc2sc3c(c2c1=O)CCCC3	i	i	i	-44	6	-1	8	i	i	i	0.1
Cc1occc1C(=O)NNC(=S)Nc1ccccc1C(F)(F)F	i	i	i	-66	-4	2	-86	i	i	i	3.1
O=C(O)c1cccc(NS(=O)(=O)c2ccc(S(=O)(=O)N3CCOCC3)cc2)c1	i	i	i	-6	4	-4	-12	·	i	i	0.5
O=c1[nH][nH]c2cc(=O)n(-c3ccc(Cl)cc3)nc12	i	i	i	-15	4	-15	-1	i	i	i	-0.4
Cc1ccc(S(=O)Cc2ccc(C(=O)N3CCN(C4CCCCC4)CC3)o2)cc1 (stereo not drawn)	i	i	i	-13	3	1	-27	i	i	i	-0.1
CC1CCN(CCCNC(=O)C2CCN(S(=O)(=O)N3CCCCC3)CC2)CC1	i	i	i	-13	-1	-2	10	i	i	i	0.2
Cn1c(/C=C/c2ccc(Br)cc2)c([N+](=O)[O-])c(=O)n(C)c1=O	i	i	i	-13	8	-2	-199	i	i	i	0.8
COc1ccc(-c2csc(NC(C)c3nc4cc(Cl)c(N5CCCCC5)cc4n3CCOCCO)n2)cc1 (stereo not drawn)	i	i	i	·	32	·	-18	i	i	i	-0.2
S=C(Nc1ccc(CN2CCCCC2)cc1)Nc1cccc(Cl)c1Cl	i	i	i	-18	-4	-9	-15	i	i	i	-0.1
CCOc1cc(C=O)ccc1OCCn1c([N+](=O)[O-])cnc1C	i	i	i	-4	2	2	-4	i	i	i	-0.4
COc1ccc(F)cc1C(=O)C1CCCN(Cc2ccc(Sc3nncn3C)o2)C1 (stereo not drawn)	i	i	i	-24	-2	3	-11	i	i	i	0.0
CCc1c(O)nc(SCC(=O)N2CCCCC2)n(-c2ccccc2C)c1=O	i	i	i	4	-3	-6	·	i	i	i	·
O=C(CCC1CCCC1)N[C@@H](Cc1ccc(O)cc1)C(=O)O	i	i	i	4	6	-4	1	i	i	i	-0.1
COc1ccc(O)c(CN2CCC(n3nccc3NC(=O)CCOc3ccccc3)CC2)c1	i	i	i	-15	?	-4	-12	i	i	i	-0.4
O=C(COC(=O)CC1c2ccccc2CCN1S(=O)(=O)c1ccc(F)cc1)Nc1ccccc1 (stereo not drawn)	i	i	i	-23	17	-4	-3	i	i	i	-0.4
CC(C)Cn1c(SCC(=O)NCCCN2CCCC2=O)nc2ccccc21	i	i	i	·	0	·	4	i	i	i	0.0
Cc1ccc(-n2nc(-c3ccc(OC(F)(F)F)cc3)cc2N)cc1C	i	i	i	4	7	-2	-25	i	i	i	-0.5
O=C(CSc1nnc(Cc2ccc3c(c2)OCO3)n1C1CCCCC1)NC1CCCC1	i	i	i	-1	5	-2	16	i	i	i	0.1
COCCN(CCOC)C(=O)c1ccc(CSc2nc3ccccc3s2)cc1	i	i	i	-22	5	5	-42	i	i	i	3.7
O=C(Nc1ccc(N2CCN(Cc3ccccc3Cl)CC2)cc1)c1cccnc1	i	i	i	-12	-1	1	3	i	i	i	-0.6
Cc1cccc(N(CC(=O)NC2CCCC2)C(=O)CCCC(=O)Nc2ccccn2)c1	i	i	i	-17	0	1	-30	i	i	i	0.4
Cc1c(C(c2ccc(O)cc2)c2c(C)n(C)n(-c3ccccc3)c2=O)c(=O)n(-c2ccccc2)n1C	i	i	i	-14	-3	-2	41	i	i	i	-0.2
O=C(/C=C(\c1ccccc1)n1cncn1)c1ccccc1	i	i	i	-22	0	1	36	i	i	i	0.0
CCc1ccccc1NC(=O)c1cnc2scc(C)n2c1=O	i	i	i	-21	1	-2	-99	i	i	i	0.8
COc1cccc(CSc2nc3cc4c(cc3cc2C)OCCO4)c1	i	i	i	-19	3	5	-6	i	i	i	0.0
COc1ccc(C(c2sc3nc(C)nn3c2O)N2CCCCC2)cc1 (stereo not drawn)	i	i	i	2	-1	-6	1	i	i	i	0.0
COc1ccc(NC2CCCN(C(=O)CSc3ccccn3)C2)cc1OC (stereo not drawn)	i	i	i	-26	1	-6	-10	i	i	i	-0.6
O=C(COC(=O)/C=C/c1ccc(F)cc1)Nc1cc(C(F)(F)F)ccc1N1CCOCC1	i	i	i	-11	2	6	10	i	i	i	-0.1
CCc1nc2n(n1)C(O)c1cc([N+](=O)[O-])ccc1S2 (stereo not drawn)	i	i	i	17	2	-4	19	i	i	i	-0.1
Cn1nc(C(F)(F)F)c2cc(C(=O)Nc3ccc(C(F)(F)F)cc3)sc21	i	i	i	-31	26	-4	-11	i	i	i	-1.8
Cc1cc(OCC(=O)N2CCC(O)(c3ccc(Cl)cc3)CC2)c2c(C)cc(=O)oc2c1	i	i	i	-13	-2	-2	33	i	i	i	-0.1
CC(=O)Nc1ccc(S(=O)(=O)NCc2ccc(C(=O)N3CCOCC3)cc2)cc1	i	i	i	-24	-6	-5	12	i	i	i	-0.7
NC(=O)CNC(=O)[C@@H]1CC2(CC(c3ccc(Cl)cc3)=NO2)CN1C(=O)c1ccccc1 (stereo partly drawn)	i	i	i	-14	3	-10	1	i	i	i	-1.3
O=C1C=Cc2ccccc2/C1=C/c1[nH]c(=O)[nH]c1O	i	i	i	-30	-3	3	14	i	i	i	-0.1
Cc1ccc(-c2nc(CS(=O)CC(=O)NC3CC3)c(C)o2)cc1 (stereo not drawn)	i	i	i	-22	-3	-2	14	i	i	i	0.8
O=S(=O)(c1ccc(Br)cc1)N1CCn2c(nc3ccccc32)C1	i	i	i	-13	0	-3	-4	i	i	i	-0.1
CCOc1ccc(-n2c(N)c(C(=O)NCC3CCCO3)sc2=S)cc1 (stereo not drawn)	i	i	i	17	3	2	5	i	i	i	-29
CC(C)N(C(=O)CO/N=C/c1cccc([N+](=O)[O-])c1)C(C)C	i	i	i	3	·	4	-4	i	i	i	-0.6
COc1ccc(CCNc2nc(-c3cccnc3)nc3ccccc23)cc1OC	i	i	i	9	0	2	-9	i	i	i	-18
COC(=O)COc1cc(=O)oc2ccc(NS(=O)(=O)c3ccccc3)cc12	i	i	i	-29	0	-4	-28	i	i	i	-18
Cc1nnc(SCCCn2c(N3CCCCC3)nc3c2c(=O)[nH]c(=O)n3C)s1	i	i	i	4	-13	1	8	i	i	i	-0.2
COCCCNC(=O)c1ccc(NC(C)=O)cc1	i	i	i	-9	-2	-4	-16	i	i	i	-0.6
Clc1ccc2c(NCc3ccco3)ncnc2c1	i	i	i	-28	0	3	14	i	i	i	-0.1
